GALK inh = qHTS Assay for Inhibitors of Human Galactokinase (GALK). 270,000 tested, 0.007% active. Potency, µM (highest dose often 57.5 µM), for the others: at the highest dose activity change, negative = inhibition, usual class: inhibitors. Purified GALK, Kinase-Glo residual ATP luminescence. P51570; note: potency is the fitted concentration of half-maximal effect
Target sequence (P51570 whole entry, looked up): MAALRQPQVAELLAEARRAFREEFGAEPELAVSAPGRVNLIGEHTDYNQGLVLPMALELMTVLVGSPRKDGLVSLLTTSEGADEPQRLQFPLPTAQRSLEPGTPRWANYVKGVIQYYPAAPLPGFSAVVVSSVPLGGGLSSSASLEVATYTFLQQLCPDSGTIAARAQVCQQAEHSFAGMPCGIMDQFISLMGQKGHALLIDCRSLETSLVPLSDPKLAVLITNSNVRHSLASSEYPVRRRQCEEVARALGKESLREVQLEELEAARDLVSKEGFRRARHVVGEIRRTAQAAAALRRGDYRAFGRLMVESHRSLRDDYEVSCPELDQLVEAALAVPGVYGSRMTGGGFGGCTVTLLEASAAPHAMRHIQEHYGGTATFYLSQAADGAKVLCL
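GALK at 5 nM final was combined with compound, 35 uM ATP and 100 uM galactose in HEPES pH8.0 with MgCl2 and DTT. The reaction ran one hour at room temperature before luminescent ATP detection.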
B2AR arrestin = qHTS assay of beta-arrestin-biased ligands of beta2-adrenergic receptor. 330,000 tested, 0.02% active. Beta-2 adrenergic receptor (Homo sapiens), P07550. beta-arrestin recruitment to beta2AR, cell-based reporter. Potency, µM (highest dose often 46.1 µM), for inactives: at the top dose activation, actives largely listed as activators;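 note: potency is the fitted concentration of half-maximal effect; 0% = DMSO controls and full agonism = EC100 isoproterenol or metaproterenol; nearly all actives have a fitted effect of over 65% in size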
FBPA coupling cs = qHTS Assay for Inhibitors of Fructose-1,6-bisphosphate Aldolase from Giardia Lamblia: Coupling assay counterscreen | activity change, negative = inhibition, % at 58.2 µM, hits read low | 290,000 tested, 0.67% active | coupling enzyme system counterscreen, AmpLite Red fluorescence; in the data active = activity change below about -30%
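Final compound at 57.5 uM, incubated 10 min at RT with coupling enzyme reagent (glyceraldehyde-3-phosphate), then 20 min with substrate and AmpLite Red detection. Fluorescence read at 525/598 nm; tests interference with the coupling assay, not aldolase inhibition.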
KCNH2 3.1 block = qHTS for Inhibitors of KCHN2 3.1: Mutant qHTS | U2OS KCNH2 3.1, thallium flux FluxOr; hits give low values | activity change, % (tested at about 1.8 µM) | 340,000 tested, 0.95% active | AID 720553, 2013;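 active = maximum activity change below -70%; inconclusive = maximum activity change from -70% to -50%; inactive = maximum activity change above -50%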;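 note: thallium influx rate constant from kinetic fluorescence after stimulation buffer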
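Thallium flux read-out: FluxOr dye with Red40 quencher in HBSS/HEPES, 45 min at RT. Rate constants from kinetic reads were normalized to positive and negative DMSO controls. Cells: U2OS virally expressing the 3.1 isoform.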
Giardia kill = Small Molecules that selectively kill Giardia lamblia: qHTS; Giardia lamblia trophozoite viability; activity change, % at 7.66 µM, hits read low; 340,000 tested, 0.15% active; AID 540267, 2011; in the data active = activity change below about -80%; inconclusive = between about -30% and that limit;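 note: parasites exposed to compound for two days anaerobically before the ATP read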
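Trophozoite viability was measured as ATP-dependent luminescence, read 15-30 min after reagent addition. Before that, parasites at 100 cells/well were exposed to compounds for 48 h, anaerobically, at 37 deg C.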
uPA surface inh = qHTS for Inhibitors of Cell Surface uPA Generation; cell surface uPA generation assay, qHTS; Potency, µM (top dose mostly 38.3 µM), inactives show at the top dose activity change, negative = inhibition, most hits filed as inhibitors; 330,000 tested, 0.31% active; AID 540303, 2011; active = well fitted inhibition curve with a large enough effect; inconclusive = small, poorly fitted or top-dose-only effect; inactive = no such curve, though single readings can be large or run the other way; tested in mouse RAW 264.7 cells; note: potency is the fitted concentration of half-maximal effect; nearly all actives have a fitted effect of over 55% in size
Chronic BCR inh = qHTS Assay to Find Inhibitors of Chronic Active B-Cell Receptor Signaling; Potency, µM (titrated, usually from 46.1 µM), inactives show at the highest dose ratio change, negative = lower green/red ratio, hits mostly inhibitors; ABC-DLBCL IkBa-CBG/CBR reporter, luminescence ratio, 4 h; AID 493014, 2011; 340,000 tested, 0.05% active; active = well fitted inhibition curve with a large enough effect in the signal ratio, with a control signal flat, not every such curve was filed as active; inconclusive = small, poorly fitted or top-dose-only effect, or effect the other way, or a change in a side signal; the % refers to the signal ratio;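 note: potency is the fitted concentration of half-maximal effect; plate controls were basal doxycycline-induced cells for no effect and cells given 10 µM MG132 for full effect; MG132 reads +100%, hits lower the ratio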
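Concentration-response series (up to 46 uM) were applied to TMD8 dual-reporter cells for 4 h at 37C with doxycycline. Green/red ratio, after filter-overlap correction, defined %Activity; red signal alone was normalised to basal cells and zero luminescence.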
hERG WT inh = qHTS for Inhibitors of KCHN2 3.1: Wildtype qHTS. AID 720551, 2013. 340,000 tested, 0.37% active. U2OS, BacMam KCNH2, thallium flux FluxOr; hits give low values. Voltage-gated inwardly rectifying potassium channel KCNH2 (Homo sapiens), Q12809. activity change, % at 1.84 µM;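 active = maximum activity change below -70%; inconclusive = maximum activity change between -70% and -50%; inactive = maximum activity change above -50%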
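U2OS cells were transduced with wild-type KCNH2 virus (2.03 x 10^8 / mL) for 4 h at room temperature, then cultured overnight at 37 C. Thallium flux was read with FluxOr dye. Rate constants were normalized to DMSO controls.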
Eya2 phos inh = qHTS Assay for Inhibitors of the Phosphatase Activity of Eya2 | recombinant Eya2, OMFP fluorescence dephosphorylation (OMFP is methylfluorescein phosphate) | Potency, µM (doses to about 76.9 µM), for inactives: at the top dose activity, negative = inhibition, most hits filed as inhibitors | 330,000 tested, 0.006% active | AID 488837, 2010; note: potency is the fitted concentration of half-maximal effect
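Eya2 (0.2 uM) preincubated 10 min at ambient with compound, then OMFP substrate added at 50 uM; 10 min reaction in 50 mM HEPES pH 7.5, 50 mM NaCl, 5 uM MgCl2, 0.05% BSA, 1 mM DTT. Fluorescence read at Ex 485/Em 525 nm.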
PKM2 activator = qHTS Assay for Activators of Human Muscle isoform 2 Pyruvate Kinase; 260,000 tested, 0.34% active; Potency, µM (series often up to 57.5 µM), inactives show at the highest dose activation, actives largely listed as activators; purified PKM2, Kinase-Glo ATP luminescence, activation; response scale: 0% is enzyme alone, no compound; note: potency is the fitted concentration of half-maximal effect; nearly all actives have a fitted effect of over 55% in size
Target sequence (P14618 whole entry, looked up, canonical isoform): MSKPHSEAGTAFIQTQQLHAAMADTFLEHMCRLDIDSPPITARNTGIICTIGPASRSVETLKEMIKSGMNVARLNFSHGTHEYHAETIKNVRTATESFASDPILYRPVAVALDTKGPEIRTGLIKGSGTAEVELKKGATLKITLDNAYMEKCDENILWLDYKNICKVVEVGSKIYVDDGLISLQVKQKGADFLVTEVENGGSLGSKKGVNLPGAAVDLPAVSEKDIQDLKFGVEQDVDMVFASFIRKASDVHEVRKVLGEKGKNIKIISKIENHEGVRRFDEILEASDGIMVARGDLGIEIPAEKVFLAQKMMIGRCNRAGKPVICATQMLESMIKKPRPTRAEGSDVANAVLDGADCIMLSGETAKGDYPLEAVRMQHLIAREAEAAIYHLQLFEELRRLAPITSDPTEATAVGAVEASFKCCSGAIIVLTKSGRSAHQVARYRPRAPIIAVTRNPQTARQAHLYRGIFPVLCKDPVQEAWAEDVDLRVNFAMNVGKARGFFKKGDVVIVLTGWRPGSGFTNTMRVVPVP
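ATP formation by purified human PK-M2, quantified via coupled luciferase luminescence after 1 h at room temperature with 0.1 mM ADP and 0.5 mM PEP final.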
USP2a inh = qHTS Assay for Inhibitors of Ubiquitin-specific Protease USP2a Using CHOP2 as the Reporter; 330,000 tested, 0.01% active; USP2 core, Ub-CHOP2 coupled fluorogenic reporter, 485/531; AID 463254, 2010; Potency, µM (top dose mostly 38.3 µM), for inactives: at the highest dose activity change, negative = inhibition, usual class: inhibitors; Ubiquitin carboxyl-terminal hydrolase 2 (Homo sapiens), O75604;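 note: potency is the fitted concentration of half-maximal effect; plate controls were DMSO wells for no effect and full inhibition by NEM control for full effect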
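USP2 core (10nM final) preincubated 30min RT with compound in 20mM Tris-HCl pH 8.0, 2mM CaCl2, 2mM beta-mercaptoethanol, 0.05% CHAPS; 25nM Ub-CHOP2 plus 25nM reporter substrate added, fluorescence (Ex485/Em531) read after 60min.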
* marks the source's active call; other numbers are inactive results; ? = inconclusive; . = no result given; [ ] = dose if it differs, or a comment. Unless noted, calls come from the whole dose curve; as a rule, active = well fitted curve in the direction sought with a large enough effect; inconclusive = small, poorly fitted or top-dose-only effect, or another doubt; inactive = no such curve, though single readings can be large; an effect the other way counts as inactive or inconclusive. Unless noted, % is set by controls: 0 for no effect and ±100 for the full control effect.

SMILES	GALK inh	B2AR arrestin	FBPA coupling cs	KCNH2 3.1 block	Giardia kill	uPA surface inh	Chronic BCR inh	hERG WT inh	Eya2 phos inh	PKM2 activator	USP2a inh
OCC1(O)OC[C@@H](O)[C@H]1O (stereo not given in full)	4.1%	-0.1%	-0.1	-0.4	39.2[activator]	8.1%	?	-10.5	-18.6%	-10.2%	0.0%
O=C(c1nc2ccccn2c1CN1CCCC(O)C1)N1CCN(C2CCCCC2)CC1 (stereo not given)	5.5%	-0.2%	0.5	9.5	29.3	-6.0%	-3.6%	13.9	3.5%	-12.1%	0.7%
CCOC(=O)c1sc2cc([N+](=O)[O-])cc(SCC(C)C)c2c1N	-0.2%	0.1%	3.2	-7.8	-4.1	.	0.1%	-21.0	16.6%	-4.2%	7.7%
CC1(C)CC(NCc2ccccc2)CCO1 (stereo not given)	-2.9%	-0.1%	2.5	17.5	16.0	8.3%	2.7%	-14.9	14.5%	-2.2%	-0.4%
NS(=O)(=O)c1cccc(NS(=O)(=O)c2cccc(C(F)(F)F)c2)c1	4.2%	2.6%	2.2	4.7	-1.5	-0.3%	-0.8%	-1.2	-6.6%	-3.8%	-3.1%
COc1c(S(=O)(=O)NCCN2CCOCC2)ccc(Cl)c1Cl	0.0%	-0.2%	1.5	-5.8	2.5	14.0%	-1.3%	-14.7	-16.4%	-5.8%	2.4%
Cc1ccc(C(=O)NC(=S)Nc2nc(-c3cccc([N+](=O)[O-])c3)cs2)c(Cl)c1	-0.8%	-0.2%	-0.1	6.3	7.4	5.4%	-10.4%	-1.2	-20.6%	-10.0%	1.2%
O=CNCCCc1nc2ccccc2n1Cc1cccc2ccccc12	1.4%	-0.1%	0.2	-5.8	7.0	-1.3%	-2.7%	-6.7	-27.5%	-2.0%	1.7%
Clc1cccc(Cl)c1Cn1c(-c2cccnc2Cl)nc2ccccc21	.	0.0%	0.5	-10.6	10.1	.	0.0%	6.1	-8.2%	1.2%	-0.3%
NNC(=O)c1ccc(COc2ccccc2)cc1	-0.8%	-0.2%	2.5	-12.9	-16.7	3.5%	-0.1%	7.0	8.6%	-8.4%	-0.4%
c1ccc(-c2nc(C3CCCCC3)no2)cc1	0.3%	-0.1%	1.9	-12.7	-17.6	-5.4%	9.8%	-0.3	7.0%	-2.5%	1.9%
C=CCOC(=O)C1C(=O)CC(C)(O)C(C(=O)OCC=C)C1c1ccc(OCC)cc1 (stereo not given)	0.8%	-1.9%	2.9	1.6	-23.5	-0.4%	3.5%	-8.1	-7.7%	-3.5%	-0.1%
CC(C)[C@H](NC(=O)c1ccc([N+](=O)[O-])cc1Cl)C(=O)N1CCN(C/C=C/c2ccccc2)CC1	.	0.1%	.	-43.7	-17.4	-16.1%	-5.6%	1.3	4.4%	.	1.5%
CCCCCC(=O)Nc1cc2[nH]c(=O)cc(COC)c2cc1C	-0.1%	4.7%	1.9	8.6	-3.9	0.1%	-3.8%	1.2	-1.0%	1.1%	4.0%
CCCCN(CCCC)CC(O)COc1ccc(Br)cc1 (stereo not given)	1.6%	-1.8%	4.4	?	8.7	0.3%	-4.2%	20.6	-10.3%	-3.9%	9.3%
Cc1oc2c(c1C(=O)NCc1cc(C(=O)O)co1)CCCC2	4.0%	-0.2%	0.4	0.3	6.6	-2.4%	-0.1%	1.4	20.9%	-1.0%	0.4%
Cc1cc(C)n(CCc2nc(-c3ccc(C(C)(C)C)cc3)cs2)n1	0.3%	-1.2%	1.3	6.3	11.4	?	?	8.0	-12.8%	-9.5%	-5.6%
Cc1cccc(OC(=O)CCN2C(=O)C3C4C=CC(C5CC45)C3C2=O)c1C (stereo not given)	-0.3%	0.0%	1.1	-22.2	8.8	24.8%	2.7%	.	-4.5%	-5.9%	2.4%
COc1ccc(NC(=O)COC(=O)C2CC2)cc1S(=O)(=O)N1CCCCC1	.	0.2%	.	-26.4	10.1	-11.0%	0.2%	-0.5	-5.6%	.	3.0%
O=C(Nc1ccc(Br)cc1Cl)c1ccc(OCC2CCCO2)cc1 (stereo not given)	.	-1.0%	.	-1.9	10.9	-3.1%	0.5%	-0.5	-19.9%	.	0.4%
Cc1ccccc1CC(=O)Nc1cccnc1	-4.7%	0.3%	4.2	-7.2	-22.9	3.3%	-1.4%	-3.8	-0.5%	0.0%	0.2%
CC(NC(=O)CCNC(=O)c1ccco1)c1ccccc1 (stereo not given)	.	-0.3%	.	-14.2	21.3	0.9%	7.3%	4.5	-2.3%	.	-0.5%
CC(=O)c1cccc(NC(=O)c2ccccc2N(C)S(=O)(=O)c2ccc(C)cc2)c1	-1.0%	-0.6%	0.1	-3.5	-1.2	-1.4%	-6.9%	-4.7	-3.1%	-0.1%	0.2%
O=C(c1cc(S(=O)(=O)N2CCOCC2)ccc1F)N(CCc1ccccc1)Cc1ccccc1	.	0.0%	.	-17.1	0.0	-0.6%	-4.5%	0.4	2.8%	.	0.3%
C=CCN(c1ccccc1)S(=O)(=O)c1cccc(C(=O)NCC2CCCO2)c1 (stereo not given)	2.3%	-1.1%	.	26.2	-3.9	5.2%	7.6%	2.2	-9.5%	1.1%	1.0%
O=C(c1ccc(F)c(S(=O)(=O)N2CCOCC2)c1)N1CCN(c2ncccn2)CC1	.	0.0%	.	-12.7	-8.4	10.7%	?	-21.8	27.6%	.	0.3%
CC(C)(C)NC(=O)c1ccc(COc2ccc(Cl)cc2Cl)o1	3.4%	0.3%	2.4	9.4	-24.4	-4.4%	-18.4%	2.1	-27.7%	.	-7.7%
COCCCNC(=O)C1CC(=O)N(Cc2ccc(OC)cc2)C1 (stereo not given)	-3.6%	-0.9%	2.3	11.5	12.1	13.1%	-1.7%	-7.0	-3.7%	3.5%	2.5%
CCOc1cc(C(=O)NC2=NCCS2)cc(OCC)c1OCC	-1.5%	-0.1%	3.7	3.1	-15.8	-30.0%	-0.4%	-4.1	3.6%	6.0%	0.3%
Cc1cnc(C(=O)OCC(=O)NC2CCCCC2)cn1	0.2%	-0.5%	1.8	-11.1	-12.1	1.8%	0.1%	-5.3	2.8%	1.9%	-2.1%
CCCCOCP(=O)(CC)COCCCC	-1.2%	-0.1%	-0.1	-0.2	9.0	3.7%	2.7%	-11.7	-17.3%	2.3%	3.7%
Cc1ccc(C(=O)CSc2nnc(-c3ccncc3)n2C)cc1	0.1%	-0.2%	4.2	5.8	3.0	-0.5%	?	1.3	-8.4%	-0.3%	2.5%
CCN(C(=O)C1CCCCC1)c1nnc(-c2cccnc2)s1	0.5%	-1.0%	3.9	9.7	3.3	-3.0%	-1.0%	0.4	9.5%	-6.4%	-0.9%
C=CCc1ccc(OCCOCCOc2ccccc2[N+](=O)[O-])c(OC)c1	2.5%	-0.2%	-4.3	-9.0	3.8	2.9%	7.5%	-1.8	-12.2%	18.0%	-10.9%
CCOC(=O)N1CCC(NS(=O)(=O)c2ccc3c(c2)CCN3C(C)=O)CC1	1.0%	0.2%	0.5	18.3	-7.3	0.4%	-9.9%	-11.7	-7.1%	-8.9%	0.3%
COc1cccc(-c2nc(CS(=O)(=O)CC(=O)N3CCCCC3)c(C)o2)c1	-4.3%	-0.1%	2.7	31.2	-15.0	-1.7%	?	1.3	5.1%	.	-0.5%
CCC(CO)NCC#Cc1ccccc1 (stereo not given)	0.4%	0.0%	2.4	2.6	5.6	-7.0%	?	-3.6	-18.0%	3.6%	9.8%
O=C(O)CCC(=O)N1CCN(c2nc(-c3ccccc3)c3cc(Br)ccc3n2)CC1	-0.6%	-0.3%	0.0	2.6	-14.3	-3.5%	0.0%	9.5	-1.2%	0.6%	-2.8%

Profiles, looked up by structure.
Entry for `c1ccc(-c2nc(C3CCCCC3)no2)cc1` : GALK inh: 0.3%; B2AR arrestin: -0.1%; FBPA coupling cs: 1.9; KCNH2 3.1 block: -12.7; Giardia kill: -17.6; uPA surface inh: -5.4%; Chronic BCR inh: 9.8%; hERG WT inh: -0.3; Eya2 phos inh: 7.0%; PKM2 activator: -2.5%; USP2a inh: 1.9%
Entry for `CCOC(=O)c1sc2cc([N+](=O)[O-])cc(SCC(C)C)c2c1N` : GALK inh: -0.2%; B2AR arrestin: 0.1%; FBPA coupling cs: 3.2; KCNH2 3.1 block: -7.8; Giardia kill: -4.1; uPA surface inh: .; Chronic BCR inh: 0.1%; hERG WT inh: -21.0; Eya2 phos inh: 16.6%; PKM2 activator: -4.2%; USP2a inh: 7.7%

Screening results deposited in PubChem BioAssay by National Center for Advancing Translational Sciences (NCATS).
